Screening data as filed in PubChem BioAssay.
CBFb-RUNX1 inh = blocks binding between human CBF-beta and RUNX1; Q01196+Q13951; AlphaScreen CBFb-His/RUNX1-biotin binding, biochemical; Potency, µM (highest dose often 59.8 µM), without a hit: at the top dose activity, negative = inhibition, actives largely listed as inhibitors; 230,000 tested, under 10 active; AID 1477; further: % of control where 0% means no effect
Target sequence (Q01196 whole entry, looked up): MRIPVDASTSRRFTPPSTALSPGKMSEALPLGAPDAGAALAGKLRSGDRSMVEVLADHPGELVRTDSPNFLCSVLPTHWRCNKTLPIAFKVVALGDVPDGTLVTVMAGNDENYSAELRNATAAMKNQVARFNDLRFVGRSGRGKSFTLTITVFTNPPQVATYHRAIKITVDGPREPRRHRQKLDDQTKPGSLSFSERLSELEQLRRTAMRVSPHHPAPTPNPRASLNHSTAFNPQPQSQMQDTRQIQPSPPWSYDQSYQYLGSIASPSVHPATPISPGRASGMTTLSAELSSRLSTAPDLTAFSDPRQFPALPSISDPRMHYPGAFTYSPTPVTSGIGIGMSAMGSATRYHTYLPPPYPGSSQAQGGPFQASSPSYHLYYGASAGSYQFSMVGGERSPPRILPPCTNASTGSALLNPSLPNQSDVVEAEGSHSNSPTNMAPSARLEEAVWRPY
Target sequence (Q13951 whole entry, looked up): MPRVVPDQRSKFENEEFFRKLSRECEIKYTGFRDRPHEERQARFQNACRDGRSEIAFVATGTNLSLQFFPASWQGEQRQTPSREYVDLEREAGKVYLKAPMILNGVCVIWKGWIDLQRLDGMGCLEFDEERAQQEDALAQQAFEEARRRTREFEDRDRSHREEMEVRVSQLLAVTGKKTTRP
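CBFb-His/RUNX1-biotin, 30 nM each, preincubated 20 min RT; compound 15 min RT; Ni + streptavidin beads 50 ng each, 90 min RT; AlphaScreen read.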
HTT cytoprotect = cytoprotection in Huntington HTT-Q103 PC12 cell model | PC12 HTT-Q103 induced, cytoprotection, ATP luminescence, 40 h | Potency, µM (doses to about 56.4 µM), for the others: cytoprotection (ATP increase), hits mostly activators | hit rate 0.14% among 230,000 | AID 1471;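 further: potency means the concentration at half of the fitted maximal effect; % of control where 0% means no effect; nearly all actives have a fitted effect of over 45% in size; toxic huntingtin expression switched on by the ecdysone agonist tebufenozide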
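PC12 cells with ecdysone-inducible HTT exon 1 Q103-GFP, induced with 100 nM tebufenozide and co-treated with library compounds in a dose series (1536-well, 1500 cells/well). Cytoprotection read as ATP content by ATPlite luminescence.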
Numbers without * were called inactive; ? = inconclusive; & = joins results of further samples; [ ] = another dose, or the depositor's remark. The call rests on the fitted dose curve; in most records, active means well fitted curve in the direction sought with a large enough effect; inconclusive means small, poorly fitted or top-dose-only effect, or another doubt; inactive means no such curve, though single readings can be large; an effect the other way counts as inactive or inconclusive. A portion of the library; the hit share may differ from the screen's.

Molecule | CBFb-RUNX1 inh | HTT cytoprotect
O=C1[C@@H]2[C@H]3[C@H](O)[C@H](O)C/C(=N/OC[C@@H](O)COCc4ccco4)[C@H]3CC[C@H]2C(=O)N1c1ccc(F)cc1F | 3%[13.1 µM] | -6%[10 µM]
CC(=O)OC[C@H]1O[C@@H](O/N=C(\C)CCN2CCCc3nc(C)c(C)cc32)[C@H](OC(C)=O)[C@@H](OC(C)=O)[C@H]1OC(C)=O | -6%[13.1 µM] | 6%[10 µM]
CCCCCC(=O)c1cc(CC(C(=O)OC)C(=O)OC)cc2cc(OC)c(OC)cc12 | 7%[13.1 µM] | 2%[10 µM]
COC(=O)NC(c1ccc(Cl)cc1)C(C(C)=O)C(=O)OC (stereo unspecified) | 3%[13.1 µM] | 11%[10 µM]
COC(=O)CC1=COC2OCC3=CC[C@@H]1C32 (stereo partly specified) | 8%[13.1 µM] | -12%[10 µM]
COC(=O)NC(/C(C(=O)OC)=C(\C)NCc1ccccc1)c1cccc(F)c1 (stereo unspecified) | 13%[13.1 µM] | 11%[10 µM]
CC(C)=NOCc1cccc(-c2cc(-c3ccccc3)no2)c1 | 7%[13.1 µM] | -6%[10 µM]
CC(C)=CCC/C(C)=C/CO/N=C1/C[C@@H](O)[C@@H](O)[C@@H]2[C@H]3C(=O)N(c4ccc(F)cc4F)C(=O)[C@@H]3CC[C@H]12 | 19%[13.1 µM] | -11%[10 µM]
CO[C@H]1COC(=O)[C@H](C)NC(=O)[C@@H](C)COC(=O)C/C=C\[C@@H]1C | 8%[13.1 µM] | -5%[10 µM]
COC(=O)C1=C(C)N(Cc2ccccc2)[C@]23O[C@](C(=O)OC)(C(=O)N2C1c1ccccc1)C(c1ccccc1)C3C(=O)c1ccccc1 (stereo partly specified) | 14%&11%[13.1 µM] | ?
COC(=O)NC(c1cccc(C)c1)[C@@]1(C(=O)OC)CCCC1=O (stereo partly specified) | 5%[13.1 µM] | -4%[10 µM]
Cc1ccc(S(=O)(=O)N[C@H]2COC(=O)C/C=C\[C@H](C)[C@@H](NS(=O)(=O)c3ccc(C)cc3)COC(=O)C/C=C\[C@@H]2C)cc1 | 14%[13.1 µM] | 9%[10 µM]
CC(C)=CCC/C(C)=C/CO/N=C1/C[C@@H](O)[C@@H](O)[C@@H]2[C@@H]3C(=O)N(Cc4ccc5c(c4)OCO5)C(=O)[C@H]3CC[C@H]12 | 1%[13.1 µM] | ?
CC(C)CO/N=C1/C[C@@H](O)[C@@H](O)[C@@H]2[C@@H]3C(=O)N(Cc4ccccc4)C(=O)[C@H]3CC[C@@H]12 | 3%[13.1 µM] | 2.8µM*
CCOC(=O)OCC1OC(C#Cc2ccc(F)cc2F)C=CC1OC(=O)OCC (stereo unspecified) | 6%[13.1 µM] | -5%[10 µM]
CCN1C(=O)[C@H]2[C@H]3[C@H](O)[C@H](O)C/C(=N/O[C@@H]4O[C@@H](COC(C)=O)[C@@H](OC(C)=O)[C@@H](OC(C)=O)[C@H]4OC(C)=O)[C@H]3CC[C@@H]2C1=O | 2%[13.1 µM] | -5%[10 µM]
O=C(/C=C\c1ccccc1)c1ccccc1O | 1%[13.1 µM] | -4%[10 µM]
CO[C@@H]1COC(=O)C/C=C\[C@@H](C)[C@H](OC)COC(=O)[C@H](COCc2ccccc2)NC(=O)C/C=C\[C@H]1C | 7%[13.1 µM] | 3.2µM*
CC(C)OC(=O)C[C@H](NC(=O)OC(C)(C)C)c1ccccc1 | 1%[13.1 µM] | -38%[inhibitor][10 µM]
CCOC(=O)N/N=C1/C[C@@H](O)[C@@H](O)[C@@H]2[C@@H]3C(=O)N(C4CCCCC4)C(=O)[C@H]3CC[C@@H]12 | 10%[13.1 µM] | -9%[10 µM]

Next records.
Molecule | CBFb-RUNX1 inh | HTT cytoprotect
CCOC(=O)CCN1C(=O)[C@H]2[C@H]3[C@H](O)[C@H](O)C/C(=N/OC[C@@H](O)COCc4ccco4)[C@H]3CC[C@@H]2C1=O | 4%[13.1 µM] | ?
CC(C)=NOC[C@@H](C)[C@H](OCc1ccccc1)C(C)C | 2%[13.1 µM] | 6%[10 µM]
CCc1cc2c(nc1CC)CCN(CC/C(C)=N/O[C@@H](C)CN1CCCCc3nc(C)c(C)cc31)C2 | 5%[13.1 µM] | 9%[10 µM]
COC(=O)C/C=C\[C@@H](C)[C@@H](/C=N\OC[C@@H](C)[C@H](OCc1ccccc1)C(C)C)OC | 20%[13.1 µM] | 4%[10 µM]
COC(=O)NC(c1ccc2ccccc2c1)C(C(C)=O)C(=O)OC (stereo unspecified) | 5%[13.1 µM] | -11%[10 µM]
COC(=O)C1=C(C)N(Cc2ccccc2)C2=C(C(C)=O)C[C@@](O)(C(=O)OC)C(=O)N2C1c1ccccc1 (stereo partly specified) | 0%&8%[13.1 µM] | 2%&2%[10 µM]
CC(=O)OCC1OC(C#Cc2ccc(Cl)cc2)C=CC1OC(C)=O (stereo unspecified) | -3%&13%[13.1 µM] | -7%&-76%[10 µM]
C[C@H]1CC[C@H](C(=O)O)N[C@@H]1c1ccc(C#Cc2ccccc2)cc1 | 16%[13.1 µM] | -32%[inhibitor][10 µM]
Cc1ccc(S(=O)(=O)N[C@H]2COC(=O)CC=C[C@@H](C)[C@H]3C=C[C@H](O)[C@@H](COC(=O)CC=C[C@H]2C)O3)cc1 | 26%&3%[13.1 µM] | ?
O=C(/C=C/c1ccccc1)N1CCCC1CO (stereo unspecified) | 13%[13.1 µM] | ?
Cc1ccc(S(=O)(=O)N[C@H]2COC(=O)[C@H](C)COC(=O)C/C=C\[C@H]2C)cc1 | -5%[13.1 µM] | -1%[10 µM]
CO[C@H]1COC(=O)CCC[C@H](C)[C@H](OC)COC(=O)C/C=C\[C@@H]1C | 9%[13.1 µM] | -10%[10 µM]
COc1ccc(O[C@H]2C=C[C@@H](c3ccccc3)O[C@H]2COC(=O)CC/C(C)=N\OC[C@@H](C)[C@H](OCc2ccccc2)C(C)C)cc1 | 22%[13.1 µM] | ?
C=C(C)C(O)/C=C/c1ccccc1OC (stereo unspecified) | 4%[13.1 µM] | 0%[10 µM]
CCOC(=O)N/N=C1/C[C@@H](O)[C@@H](O)[C@@H]2[C@@H]3C(=O)N(Cc4ccc5c(c4)OCO5)C(=O)[C@H]3CC[C@@H]12 | 12%[13.1 µM] | 4%[10 µM]
CCC(O)CNc1nc(SC)nc2sc3c(c12)CCN(C)C3 (stereo unspecified) | 3% | -15%[0.074 µM]
OCC1OC(c2ccccc2)C=CC1Oc1ccc(C2CCCC2)cc1 (stereo unspecified) | -2%[13.1 µM] | -28%[10 µM]
C/C(CCN1CCCCc2nc(C)c(C)cc21)=N\O[C@@H](C)c1cc(-c2c(C)cc(C)cc2C)no1 | 16%[13.1 µM] | -1%[10 µM]
CO[C@@H]1COC(=O)CC=C[C@@H](C)[C@@H]2C=C[C@H](O)[C@@H](COC(=O)C/C=C\[C@H]1C)O2 | 7%[13.1 µM] | ?
C#CCCCO/N=C1/C[C@@H](O)[C@@H](O)[C@@H]2[C@@H]3C(=O)N(C[C@@H]4CCCO4)C(=O)[C@H]3CC[C@H]12 | 6%[13.1 µM] | 3%[10 µM]

(list continues)
molecule,CBFb-RUNX1 inh,HTT cytoprotect
CC(=O)OC[C@@H]1O[C@H](CCO/N=C(\C)CCN2CCCCc3nc(C)c(C)cc32)C=C[C@@H]1OC(C)=O,10%[13.1 µM],12%[10 µM]
CCN1C(=O)[C@H]2[C@H]3[C@H](O)[C@H](O)C/C(=N/OC[C@@H](O)COCc4ccco4)[C@@H]3CC[C@@H]2C1=O,2%&-6%[13.1 µM],-9%&-5%[10 µM]
CC(C)(C)N1C(=O)[C@H]2[C@H]3[C@H](O)[C@H](O)C/C(=N/OCc4ccccc4)[C@H]3CC[C@@H]2C1=O,6%[13.1 µM],-5%[10 µM]
COc1ccc(C#CC2C=CC(OC(C)=O)C(COC(C)=O)O2)cc1 (stereo unspecified),18%&6%[13.1 µM],?
OCC1OC(/C=C\c2ccccc2)C=CC1Oc1ccc2c(c1)OCO2 (stereo unspecified),-2%[13.1 µM],11%[10 µM]
CC1(C)OC(C(O)(c2cc(F)c(F)c(F)c2)c2cc(F)c(F)c(F)c2)C(C(O)(c2cc(F)c(F)c(F)c2)c2cc(F)c(F)c(F)c2)O1 (stereo unspecified),4%[13.1 µM],-102%[inhibitor][10 µM]
CCOC(=O)OCC1OC(c2ccccc2)C=CC1OC(=O)OCC (stereo unspecified),4%[13.1 µM],3%[10 µM]
c1ccc([C@H]2NCCc3c2[nH]c2ccccc32)cc1,8%[13.1 µM],10%[10 µM]
O=C1CCCC=C1[C@@H](O)CCOCc1ccccc1,13%[13.1 µM],-5%[10 µM]
COC(=O)[C@@H]1CC[C@H](C)[C@@H](c2ccc(C)cc2)N1C(=O)c1ccc(/C=N\O[C@@H]2O[C@H](COC(C)=O)[C@H](OC(C)=O)[C@H](OC(C)=O)[C@H]2OC(C)=O)cc1,8%[13.1 µM],-9%[10 µM]
COC(=O)[C@@H]1CC[C@H](C)[C@@H](c2ccc(C)cc2)N1C(=O)c1ccc(/C=N\OC[C@@H](O)[C@H]2O[C@H]3OC(C)(C)O[C@H]3[C@@H]2O)cc1,16%[13.1 µM],3%[10 µM]
CC(=O)OC[C@H]1O[C@@H](O/N=C\[C@@H](C)[C@H](OCc2ccccc2)C(C)C)[C@H](OC(C)=O)[C@@H](OC(C)=O)[C@H]1OC(C)=O,8%[13.1 µM],5%[10 µM]

Two entries from above in a different format.
Sequence of screens: CBFb-RUNX1 inh, HTT cytoprotect
COc1ccc(C#CC2C=CC(OC(C)=O)C(COC(C)=O)O2)cc1 (stereo unspecified)
    18%&6%[13.1 µM], ?
OCC1OC(/C=C\c2ccccc2)C=CC1Oc1ccc2c(c1)OCO2 (stereo unspecified)
    -2%[13.1 µM], 11%[10 µM]

Profiles, quoted from the list:
COC(=O)[C@@H]1CC[C@H](C)[C@@H](c2ccc(C)cc2)N1C(=O)c1ccc(/C=N\O[C@@H]2O[C@H](COC(C)=O)[C@H](OC(C)=O)[C@H](OC(C)=O)[C@H]2OC(C)=O)cc1 is listed as CBFb-RUNX1 inh = 8%[13.1 µM]; HTT cytoprotect = -9%[10 µM]
O=C1CCCC=C1[C@@H](O)CCOCc1ccccc1 is listed as CBFb-RUNX1 inh = 13%[13.1 µM]; HTT cytoprotect = -5%[10 µM]

Additional compounds
molecule,CBFb-RUNX1 inh,HTT cytoprotect
CC(C)(C)N1C(=O)[C@@H]2[C@H]3C(=CC[C@H]2C1=O)C(=O)[C@H]1O[C@H]1[C@H]3O,5%[13.1 µM],5.6µM*
C=CC[C@@H]1C=C[C@H](ON=C(C)C)[C@H](CO)O1,-11%[13.1 µM],-6%[10 µM]
CCOC(=O)OCC1OC(c2cc(C)cc(C)c2)C=CC1OC(=O)OCC (stereo unspecified),-2%[13.1 µM],-5%[10 µM]
COC(=O)/C=C/C1c2ccccc2C(OC)C1C (stereo unspecified),-8%[13.1 µM],-3%[10 µM]
COc1cccc([C@H]2Oc3ccc(OC)cc3/C(=N\OCC[C@@H]3C=C[C@H](OC(C)=O)[C@H](COC(C)=O)O3)[C@@H]2O)c1,-26%[13.1 µM],-10%[10 µM]
CCCCC#CC1C=CC(Oc2cc(OC)c(OC)c(OC)c2)C(COC(=O)OCC)O1 (stereo unspecified),16%[13.1 µM],-2%[10 µM]
CC1CCC2C(=O)OC(CO)CN2C1c1ccc(Br)cc1 (stereo unspecified),5%[13.1 µM],-16%[10 µM]
CCC(=O)[C@@]1(O)C(=O)N2C(=C3C(=O)OCCC31)N(Cc1ccccc1)C(C)=C(C(=O)OC)C2c1ccccc1 (stereo partly specified),4%[13.1 µM],-9%[10 µM]
O=C1[C@H]2O[C@@H]2[C@@H](O)[C@H]2[C@H]1CCn1c(=O)n(Cc3cc4c(cc3Cl)OCO4)c(=O)n12,-7%[13.1 µM],?
CC(=O)Nc1ccc(C2NC(C(=O)O)CCC2C)cc1 (stereo unspecified),-7%[13.1 µM],-12%[10 µM]
CCN1C(=O)[C@H]2[C@H]3[C@H](O)[C@H](O)C/C(=N/OCC(C)C)[C@@H]3CC[C@@H]2C1=O,6%[13.1 µM],16%[10 µM]
COc1cc(C2c3[nH]c4ccccc4c3CC3C(=O)N4C(Cc5c([nH]c6ccccc56)C4c4cc(OC)c(OC)c(OC)c4)C(=O)N32)cc(OC)c1OC (stereo unspecified),-2%[13.1 µM],-12%[10 µM]
CCCNC(=O)OC[C@@H]1O[C@H](CCO/N=C(\C)CCC(=O)OC[C@@H]2O[C@H](c3ccccc3)C=C[C@@H]2Oc2ccc(OC)cc2)C=C[C@@H]1Oc1ccc(OC)cc1,13%[13.1 µM],?
CC(=O)c1ccc(C2C=CC(Oc3ccc(F)cc3C)C(CO)O2)cc1 (stereo unspecified),8%[13.1 µM],-16%[10 µM]
C#CCCCO/N=C1/C[C@@H](O)[C@@H](O)[C@@H]2[C@@H]3C(=O)N(C(C)(C)C)C(=O)[C@H]3CC[C@@H]12,8%[13.1 µM],-10%[10 µM]
